Bioassay records as filed in PubChem.
Dengue-2 NS5 capping: Dengue-2 NS5 methyltransferase inhibitors, primary screen, biochemical, confirmation dose response (AID 588689) | Dengue-2 NS5 methyltransferase capping enzyme assay, biochemical; higher % means a stronger effect | one-dose inhibition, % at 25 µM; IC50 in µM for titrated hits | 0.3% of 340,000 active; in the data active = a potency from the dose series; inconclusive = inhibition above about 29% without an active follow-up result
NTR1 agonist: agonists of NTR1, primary screen, imaging, U2OS cells, beta-arrestin-GFP, high content (AID 493036); P30989; activation, % at 20 µM; NTR1-U2OS beta-arrestin-GFP spot imaging, agonist mode; 0.17% of 330,000 active;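 active = activation at or above 40% of the spot to cytoplasm intensity ratio, with at least 20 cells analyzed; inconclusive = wells under 20 cells, flagged as cytotoxic or low count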;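 also: 0% = DMSO without peptide and 100% = 100 nM NTR1 peptide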
Target sequence (P30989 whole entry, looked up): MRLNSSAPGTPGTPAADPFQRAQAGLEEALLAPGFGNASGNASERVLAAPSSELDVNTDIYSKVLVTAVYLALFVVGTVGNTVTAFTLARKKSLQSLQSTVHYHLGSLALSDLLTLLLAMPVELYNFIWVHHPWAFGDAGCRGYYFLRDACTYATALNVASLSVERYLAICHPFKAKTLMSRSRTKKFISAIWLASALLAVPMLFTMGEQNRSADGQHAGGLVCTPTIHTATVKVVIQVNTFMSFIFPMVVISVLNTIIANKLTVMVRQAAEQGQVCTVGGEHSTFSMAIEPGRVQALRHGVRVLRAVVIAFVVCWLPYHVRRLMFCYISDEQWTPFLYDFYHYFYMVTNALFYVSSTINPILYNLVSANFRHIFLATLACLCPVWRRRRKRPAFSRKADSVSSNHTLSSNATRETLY
GPR35 arrestin U2OS: inhibition of zaprinast-stimulated GPR35 beta-arrestin translocation – imaging, U2OS, beta-arrestin-GFP, zaprinast agonist, primary screen (AID 2058) | U2OS GPR35 beta-arrestin-GFP translocation imaging, zaprinast antagonism; higher % means a stronger effect | one-dose inhibition, % at 10 µM; IC50 in µM for titrated hits | 0.052% of 290,000 active;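 active = inhibition of at least 50% with at least 30 cells and total cytoplasm GFP at most 10,000,000; inconclusive = under 30 cells or total GFP of 10,000,000 plus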
HIV fusion peptide: inhibitors of HIV fusion peptide binding, primary screen, biochemical, uHTS, fluorescence dequenching (AID 1986). 0.3% of 290,000 active. cell-free peptide binding, fluorescence dequenching, 30 min; higher % means a stronger effect. inhibition, % at 20 µM; hits with a dose series show IC50 in µM; in the data active = inhibition mostly above about 52%, no sharp cut-off; inactive = mostly below about 76%; also: some results filed as inactive read as strong as hits
GPR55 antagonists: inhibition of LPI-stimulated GPR55 beta-arrestin translocation – imaging, U2OS, beta-arrestin-GFP, LPI agonist, primary screen (AID 2013). one-dose inhibition, % at 10 µM; IC50 in µM for titrated hits. 0.13% of 290,000 active. U2OS GPR55 beta-arrestin-GFP translocation imaging, LPI antagonism; higher % means a stronger effect;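 active = spots per cell inhibited over 60%, with over 100 cells counted and total cytoplasm intensity under 500,000; inconclusive = wells with under 100 cells, flagged as likely toxic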;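 also: U2OS cells stably carrying GPR55 and arrestin-GFP stimulated by 5 µM LPI near EC80; imaged beta-arrestin-GFP aggregate spots per cell after agonist stimulation; plate controls were LPI-stimulated DMSO wells for no effect and DMSO wells without LPI for full effect; some results filed as inactive read as strong as hits; confirmed hits need IC50 under 10 µM and bright autofluorescent wells are also inconclusive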
GPR55 beta-arrestin: GPR55 agonists via beta-arrestin recruitment, primary screen, imaging, U2OS cells, beta-arrestin-GFP redistribution (AID 1961). U2OS GPR55 beta-arrestin-GFP redistribution imaging; higher % means a stronger effect. one-dose activation, % at 10 µM; EC50 in µM for titrated hits. 0.048% of 290,000 active;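 active = activation above 40% with more than 50 cells counted in the well; inconclusive = wells holding fewer than 50 cells, flagged as toxic or sparse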;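 also: U2OS osteosarcoma cells stably expressing GPR55 and beta-arrestin-GFP; plate controls were DMSO negative control for no effect and LPI positive control for full effect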
AID2073: inhibitors of Mint1-CaV2.2 protein interaction, biochemical, HTRF (AID 2073); HTRF protein-protein interaction, Mint1-CaV2.2; higher % means a stronger effect; inhibition, % at 20 µM, or IC50 in µM where a hit was titrated; 0.19% of 290,000 active; in the data active = inhibition mostly above about 51%, no sharp cut-off; inconclusive = no clear call, values can overlap the other calls; inactive = mostly below about 53%; also: some results filed as inactive read as strong as hits
K1F lysis inhibition: inhibition of K1F phage lysis, E. coli UTI89, bacterial capsule biogenesis inhibitors, alamar blue (AID 488966). E. coli UTI89 K1F phage lysis, alamar blue, 2 h; higher % means a stronger effect. inhibition, % at 100 µM; hits with a dose series show IC50 in µM. 0.02% of 340,000 active;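 active = phage lysis inhibition, versus mean bacterial control, above a set limit; inconclusive = no clear call, values can overlap the other calls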;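 also: capsule biogenesis inhibitors block K1F phage lysis so surviving cells raise fluorescence; higher fluorescence means more inhibition of phage lysis; actives were called in the ten point dose series up to 300 µM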
SIAH1 antagonists: blockers of Siah-1 interaction with plectin peptide – biochemical, fluorescence polarization, rhodamine-plectin, uHTS, primary screen (AID 1817); displacement, % at 20 µM; hits with a dose series show IC50 in µM; Siah-1 / rhodamine-plectin peptide fluorescence polarization; higher % means a stronger effect; 0.02% of 290,000 active;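 active = displacement of at least 50% at 20 µM, with a fluorescence ratio check between 0.3 and a set limit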;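 also: plate controls were Siah plus tracer with DMSO for no effect and tracer alone without Siah for full effect; strong numbers were not always called active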
NTR1 agonist cell count 20 µM: further read-out of NTR1 agonist, marked with its call; cell count; measured here: cell count, cytotoxicity flag
Dengue-2 NS5 capping pilot replicate: also measured in Dengue-2 NS5 capping; calls as there; inhibition, %; measured here: pilot screen replicate inhibition
An asterisk follows results filed as active; i = inactive; ? = inconclusive; . = not tested or not shown; [ ] = another dose, or the depositor's remark.

SMILES	Dengue-2 NS5 capping	NTR1 agonist	NTR1 agonist cell count 20 µM	GPR35 arrestin U2OS	HIV fusion peptide	GPR55 antagonists	GPR55 beta-arrestin	AID2073	K1F lysis inhibition	SIAH1 antagonists	others
CN(c1ccccn1)c1ncnc2[nH]ncc12	2%	0.9	54	1%	-0.1%	-14%	-0.1%	0%	-0.4%[50 µM]	-12%
COc1ccc(NC(=O)CC2SC(=Nc3ccccc3)NC2=O)c(OC)c1 (configuration not stated)	-8%	0.7	69	-4%	-0.4%	2%	-0.2%	4%	-0.1%	3%
Cc1cc(C)n(CC(O)COc2ccccc2C(=O)Nc2ccccc2)n1 (configuration not stated)	3%	-0.4	95	30%	-0.6%	4%	-0.3%	-1%	0.4%	1%	Dengue-2 NS5 capping pilot replicate=-4.8
CN(C)[C@H]1N(C(=O)c2ccc(Br)cc2)N=C2c3ccccc3S(=O)(=O)N21	-2%	-1.5	88	-7%	-0.3%	0%	-0.2%	-4%	0.7%	0%
CC(=O)c1ccc(OCCCC(=O)NC2=NCCS2)cc1	?	0.3	91	1%	-0.5%	-3%	0.1%	-2%	3.1%	0%
COc1cccc(NC(=O)C(Cc2ccccc2)NC(=O)C2CCC(C)CC2)c1 (configuration not stated)	5%	2.1	54	7%	3.9%	22%	0.1%	9%	0.3%[50 µM]	0%
Cn1c(=O)c2c(ncn2CC(=O)Nc2nc3ccc(F)cc3s2)n(C)c1=O	-7%	-3.2	62	-4%	-0.2%	7%	0.0%	-6%	0.6%	0%
COc1ccc(-n2c(COc3ccc4ccccc4c3)nnc2SCC(=O)NCc2ccco2)cc1	0%	7.6	82	0%	-1.4%	2%	-0.1%	2%	-1.5%	-7%
CCCCn1c2ccccc2c2nnc(SCC(=O)NC3=NN=C(c4ccccc4)CS3)nc21	.	-0.2	71	-10%	6.7%	1%	-0.2%	19%	.	16%
COc1ccc(NC(=S)NCCc2ccc(F)cc2)c(OC)c1	-4%	-0.8	75	6%	0.0%	4%	-0.3%	-15%	-0.1%	6%
CCOC(=O)c1ccc(NC(=O)C2(c3ccccc3)CCOCC2)cc1	6%	-0.8	39	0%	-0.7%	8%	0.2%	-3%	-0.2%	-2%
COc1ccc(Cl)cc1N/C(N)=N/c1nc(C)cc(=O)[nH]1	-11%	1.5	32	1%	1.7%	2%	-0.2%	-1%	-3.1%	2%
COc1ccc(SCCN2CCN(C)CCC2=O)cc1	-11%	-1.5	98	-2%	-0.6%	2%	-0.1%	3%	1.1%	0%
C[n+]1cn(/N=C/c2ccccc2)c2ccccc21	1%	1.6	51	-4%	-4.1%	0%	-0.5%	-2%	-1.4%	-10%
COc1ccc(NC(=O)Cc2ccc(C)cc2)c([N+](=O)[O-])c1	-4%	.	.	.	-2.3%	3%	0.2%	4%	6.2%	-3%
O=C(CCC(=O)N1CCSc2ccccc21)NCCc1ccccc1	1%	0.2	82	15%	0.8%	-5%	0.4%	2%	0.0%	-4%
CC(=O)Nc1ccn(-c2ccccc2)n1	-8%	-1.0	102	-6%	-0.4%	5%	-0.4%	1%	-0.3%	7%
CCCC1=NN(c2ccc([N+](=O)[O-])cc2)C(=O)/C1=C\N(C)C	0%	0.0	32	-8%	7.7%	8%	0.1%	3%	1.4%	4%
CCOC(CNc1c([N+](=O)[O-])c(=O)n(C)c(=O)n1C)OCC	-7%	-0.7	78	-11%	1.8%	12%	-0.2%	5%	1.3%[50 µM]	8%
COc1ncnc2sc3c(c12)CCCC3	-2%	0.4	68	-3%	-2.6%	-27%	0.3%	4%	0.7%	1%
CCO/C(C)=C1/SC(=S)NC1=O	-52%	0.8	39	-9%	-1.0%	-23%	-0.2%	-25%	0.4%	-4%
COC(=O)C(C)N(C(=O)c1cccc2ccccc12)c1c(C)cccc1C (configuration not stated)	-9%	4.8	74	-1%	1.0%	21%	0.4%	38%	i	2%
O=C1c2ccccc2NC(c2ccc([N+](=O)[O-])cc2)N1O (configuration not stated)	-7%	0.3	41	-4%	-1.6%	3%	-0.4%	-12%	1.7%	-2%
Cc1ccccc1NC(=O)CSc1nnc(C)c(=O)[nH]1	-5%	-1.2	72	0%	0.1%	5%	0.0%	14%	0.0%	18%
CC(C)c1nnc(NC(=O)CSc2ncn[nH]2)s1	-6%	-0.8	48	-12%	10%	-3%	-0.2%	-7%	3.7%	0%
COc1ccc(C(C)=O)c(Oc2nc(CN3CCOCC3)nc3scc(-c4cccs4)c23)c1	11%	0.4	95	-2%	-0.7%	1%	0.0%	14%	-0.8%	0%
NNC(=O)COc1ccccc1F	-4%	1.6	45	1%	-2.1%	17%	-0.4%	-5%	0.3%	21%
Cc1ccc(S(=O)(=O)NCC(=O)OCC(=O)c2ccc(Cl)s2)cc1	-9%	1.3	59	-1%	1.7%	11%	-0.1%	9%	-0.3%[50 µM]	0%
Cc1cccc(-c2c3c(=O)n(C)c(=O)n(C)c3c3cccnn23)c1	-2%	0.5	78	-7%	-0.1%	12%	-0.2%	2%	0.1%	1%
CCCCc1cc(=O)oc2cc(OCC(=O)N3CCC(C(=O)O)(c4ccccc4)CC3)ccc12	1%	3.2	77	-15%	1.1%	-4%	-0.1%	16%	3.0%	4%
CC(=O)c1ccc(NC(=O)C(C)N(C)CC(=O)Nc2ccc(Cl)cc2)cc1 (configuration not stated)	2%	0.6	48	-4%	1.0%	-2%	-0.3%	-6%	0.8%	-3%
FC(F)(F)c1cc(-c2ccccc2)nc(NC2CCCC2)n1	-3%	2.4	85	6%	4.5%	-6%	-0.1%	9%	0.2%	2%
CC(=O)c1c(C)[nH]c(-c2ccccc2)nc1=S	0%	-0.7	51	5%	-0.4%	10%	0.2%	-34%	0.2%	5%
O=C(NCc1ccccc1Cl)C1CCN(c2ncnc3c2nc2n3CCCCC2)CC1	0%	1.5	65	8%	-1.6%	9%	-0.1%	-3%	0.2%	4%
O=C1/C(=C\c2ccccc2Cl)SC(=S)N1CCC(=O)N1CCCc2ccccc21	-3%	1.6	51	-10%	2.1%	4%	1.3%	-11%	4.5%	7%
CN(C)CCN1C(=O)C(=O)/C(=C(/O)c2ccc(F)cc2)C1c1ccccc1F (configuration not stated)	-3%	0.4	68	10%	-1.7%	-4%	0.2%	0%	0.5%	-3%	Dengue-2 NS5 capping pilot replicate=-0.9
CCCC(=O)Nc1nc2ccc(NC(=O)c3ccc(Br)o3)cc2s1	-18%	4.9	51	-6%	1.2%	4%	-0.1%	-1%	1.4%	0%
COc1cccc(C(=O)OCn2nnc3ccccc3c2=O)c1OC	-6%	2.2	93	-9%	-1.2%	-2%	-0.1%	1%	3.7%	0%
COc1cccc(C(=O)NCCNC(=O)c2ccco2)c1	18%	-0.1	59	-7%	1.4%	3%	0.7%	4%	0.0%	-2%
CCOc1ccc(S(=O)(=O)NC(C)C(=O)NCc2cccnc2)cc1 (configuration not stated)	-8%	0.5	40	-17%	-0.9%	-8%	0.0%	-14%	0.3%	0%
COc1cc(OC)cc(C(=O)Nc2ccccc2NC(C)=O)c1	-3%	0.9	59	-1%	-1.1%	-8%	-0.1%	9%	0.3%	-3%
COC(=O)c1cccc(NC(=O)c2nn(C)c(=O)c3ccccc23)c1	-1%	1.7	85	20%	-2.5%	-5%	-0.1%	6%	0.1%	-4%
COc1ccccc1NC(=O)CSc1nncn1-c1cccnc1	-6%	1.4	56	11%	0.1%	5%	0.4%	0%	-0.2%	1%
Cc1cc(C)cc(NC(=O)c2cccc3c2C(=O)N(C2CCCCC2)C3)c1	-4%	6.8	61	20%	1.4%	11%	0.2%	10%	0.3%	5%
Cc1cc(C=NCCO)c(C)n1-c1cc(Cl)ccc1Cl	-2%	2.0	56	-14%	-1.8%	6%	1.1%	3%	0.2%	21%
O=[N+]([O-])c1ccccc1/C=C\C=N\N1CCN(c2ccccc2)CC1	9%	0.6	42	-1%	-2.6%	9%	-0.3%	-19%	0.3%	4%
CCCCc1cc(=O)oc2cc(OCC(=O)NCCN3CCOCC3)c(Cl)cc12	10%	2.6	54	-16%	-0.9%	19%	-0.2%	-1%	0.5%	10%
N#CC1CN(C(c2ccccc2)c2ccccc2)C1	4%	8.0	75	-3%	-1.4%	-5%	-0.2%	-11%	0.8%	-1%
Cc1cccc(/C=N/NC(=O)NC2CCCCC2)c1	-2%	2.5	59	13%	-2.8%	7%	0.2%	-4%	1.9%[50 µM]	-2%
CCn1nc(CCC(=O)O)c2ccccc2c1=O	-6%	1.3	82	-11%	2.2%	-5%	-0.3%	13%	0.5%	5%	Dengue-2 NS5 capping pilot replicate=3.0
COc1ccccc1CNC(=O)COC(=O)Cc1c(F)cccc1Cl	9%	0.8	38	-15%	0.2%	2%	0.6%	-1%	1.2%	20%
COc1cc(C(=S)N2CCCC2)ccc1OC(=O)c1ccc(Cl)cc1[N+](=O)[O-]	-6%	1.9	83	4%	-3.4%	-5%	0.5%	-5%	3.5%	-1%
CCOc1ccc(OCCn2ccnc2)cc1	-4%	-0.5	69	-3%	-0.5%	-8%	-0.2%	2%	0.5%[50 µM]	1%
CC(=O)N(c1cccc(C)c1)C1SC(=O)N(c2ccccc2)C1=O (configuration not stated)	.	0.4	56	9%	-1.1%	5%	-0.2%	4%	0.4%	1%
O=C(Nc1ccc(Cl)cc1)OCc1cncs1	-5%	-0.4	65	2%	-4.8%	-2%	-0.1%	7%	0.3%	-4%
O=c1c2c([nH]c3ccccc13)C(=C1CCCC1)CC2	25%	-0.5	43	-10%	-2.0%	8%	-0.1%	2%	-0.2%	14%
Cc1ccc(Cn2c(=N)n(CC(O)c3ccco3)c3ccccc32)cc1 (configuration not stated)	-15%	-0.8	46	9%	2.5%	53%	0.0%	7%	1.8%	1%
CCc1c(C)nc2[nH]nc(-c3ccccc3C)n2c1=O	2%	0.5	56	-3%	-3.0%	-12%	-0.2%	8%	0.5%	-2%
CCOc1ccc(C(=O)Nc2ccc(C(F)(F)F)n(C)c2=O)cc1	4%	-0.4	81	-6%	1.4%	8%	0.2%	29%	0.0%	4%
